Source: PubChem BioAssay (National Center for Advancing Translational Sciences (NCATS))
B2AR arrestin: qHTS assay of beta-arrestin-biased ligands of beta2-adrenergic receptor | Beta-2 adrenergic receptor (Homo sapiens), P07550 | beta-arrestin recruitment to beta2AR, cell-based reporter | Potency, µM (titrated, usually from 46.1 µM), for the others: at the top dose activation, usual class: activators | 330,000 tested, 0.02% active | AID 492947, 2010;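 note: potency is the fitted concentration of half-maximal effect; 0% = DMSO controls and full agonism = EC100 isoproterenol or metaproterenol; nearly all actives have a fitted effect of over 65% in size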
Target sequence (P07550 whole entry, looked up): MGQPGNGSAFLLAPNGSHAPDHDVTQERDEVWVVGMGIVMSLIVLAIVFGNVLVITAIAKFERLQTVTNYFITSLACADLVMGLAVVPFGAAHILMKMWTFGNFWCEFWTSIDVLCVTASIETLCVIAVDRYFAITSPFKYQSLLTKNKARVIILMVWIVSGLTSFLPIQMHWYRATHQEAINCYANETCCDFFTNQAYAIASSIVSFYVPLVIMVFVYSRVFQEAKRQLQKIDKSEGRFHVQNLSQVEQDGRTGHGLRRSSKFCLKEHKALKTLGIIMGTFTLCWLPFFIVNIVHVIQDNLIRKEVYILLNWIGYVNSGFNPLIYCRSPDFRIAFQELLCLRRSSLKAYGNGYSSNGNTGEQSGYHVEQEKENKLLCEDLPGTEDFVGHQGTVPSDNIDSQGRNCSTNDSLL
MLL CXXC-DNA inh: qHTS Fluorescence Polarization Assay for Inhibitors of MLL CXXC domain - DNA interaction | Potency, µM (highest dose often 115 µM), for inactives: at the top dose activity change, negative = inhibition, hits mostly inhibitors | Histone-lysine N-methyltransferase 2A (Homo sapiens), Q03164 | MLL-CXXC / FITC-HOXA9 DNA fluorescence polarization | 290,000 tested, 0.037% active; active = well fitted inhibition curve with a large enough effect in the polarisation, with a control signal flat, not every such curve was filed as active; inconclusive = small, poorly fitted or top-dose-only effect, or effect the other way, or a change in a side signal; inactive = no such curve, though single readings can be large or run the other way; the % refers to the polarisation; note: potency is the fitted concentration of half-maximal effect
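Fluorescence polarization: 7 uM MLL-CXXC (stock) preincubated 5 min with compounds, then 50 nM fluorescein-HOX-A9 DNA (stock) added; 30 min ambient. Buffer 50 mM Tris-HCl pH 7.5, 50 mM NaCl, 1 mM DTT, 0.05% BSA.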
BRCA1 expr up: qHTS Assay to Identify Small Molecule Activators of BRCA1 Expression; MCF7-BRCA1-FFLuc reporter, luminescence, 48 h; response scale: scaled: vehicle 0%, 10 µM genistein 100%; Potency, µM (highest dose often 46.1 µM), for inactives: at the top dose activation, usual class: activators; 380,000 tested, 1.1% active; AID 624202, 2012; note: potency is the fitted concentration of half-maximal effect; nearly all actives have a fitted effect of over 80% in size; some results filed as inactive show a strong effect at the top dose
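First, MCF7-BRCA1-FFLuc cells (2000/well) attach for 2 h; next, compounds are pin-added and incubated 48 h at 37 °C; finally, luciferase reagent is added and luminescence read after 15 min.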
p53 reactivator: qHTS assay for re-activators of p53 using a Luc reporter; H1299 p53-A138V BP100-luciferase reporter, luminescence, 24 h; Potency, µM (series often up to 92.2 µM), without a hit: at the top dose activity change, positive = activation, hits mostly activators; 320,000 tested, 0.063% active; note: potency is the fitted concentration of half-maximal effect; % of control where 0% means no effect; nearly all actives have a fitted effect of over 45% in size
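H1299 (p53-null), stable ts p53-A138V + BP100-Luc; 1000 cells/well, Opti-MEM/10% FBS; cpd 4 pt, 1:5; 24 h, 37 deg C, 5% CO2; detection reagent 10 min RT; luminescence.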
TRPV1 agonist: HTS Assay for Compounds that Act as Agonists of the Vanilloid Receptor 1. TRPV1-expressing cells, Fluo-8 calcium influx, agonist mode. 320,000 tested, 0.19% active. activation, % at 8.33 µM; in the data active = activation above about 80%; inconclusive = between about 30% and that limit; note: 0% is about no effect
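Cells expressing TRPV1 were dye-loaded with Fluo-8 and read kinetically: 10 s baseline, 3 min after compound (agonist portion), then 2 min after EC20 capsaicin (allosteric enhancer portion). Calcium-bound dye fluorescence at 480/520 nm.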
a7 integrin act: qHTS for Activators of Integrin-Mediated Alleviation for Muscular Dystrophy | Potency, µM (doses to about 38.3 µM), without a hit: top-dose activation, hits mostly activators | alpha7betagal myoblasts, beta-gal FDG fluorescence, 48 h | 350,000 tested, 0.064% active;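 note: potency is the fitted concentration of half-maximal effect; 100% = response of the positive control SU9516; nearly all actives have a fitted effect of over 60% in size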
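alpha7betagal+/- myoblasts (passage 13, 250/well) treated 48 h at 37C with compounds at 1:260 dilution of DMSO stock. Lysed, then beta-galactosidase activity read as FDG fluorescence (ex 480/em 540) after 30 min, with pre-read for autofluorescence.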
ELG1 repair inh: qHTS screen for small molecules that inhibit ELG1-dependent DNA repair in human embryonic kidney (HEK293T) cells expressing luciferase-tagged ELG1. HEK293T ELG1-luciferase reporter, luminescence, 16 h; DNA damage induced by 5-fluorouridine. Potency, µM (top dose mostly 46.1 µM), without a hit: at the top dose activity change, negative = inhibition, usual class: inhibitors. 330,000 tested, 2.3% active. AID 504467, 2011; note: potency is the fitted concentration of half-maximal effect; % is set by controls: 0 for no effect and ±100 for the full control effect; nearly all actives have a fitted effect of over 55% in size
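Luminescence from the luciferase reporter, measured 30 min after ONE-Glo reagent at room temperature, was the read-out. Beforehand, 2,000 cells per well were exposed for 16 hr at 37 °C to 5-fluorouridine together with compound or vehicle.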
AT treatment: qHTS Assay for Identifying a Potential Treatment of Ataxia-Telangiectasia; AID 485349, 2010; […] A-T fibroblasts, KAP-1 phosphorylation AlphaLISA; neocarzinostatin DNA damage 30 min before lysis; Potency, µM (top dose mostly 57.5 µM), for inactives: at the top dose activation, hits mostly activators; 320,000 tested, 0.19% active; note: potency is the fitted concentration of half-maximal effect; % of control where 0% means no effect; nearly all actives have a fitted effect of over 45% in size
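hTERT-immortalized A-T patient fibroblasts ([…]), 500 cells/well in OPTI-MEM, 1% FBS, got compounds for 60 min, then NCS for 30 min at 37C. Lysates were then assayed for phospho-KAP-1 by AlphaLISA (anti-pKAP1 donor, anti-KAP1 acceptor beads), 6 hr at 25C.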
TCR activator: Activators of T cell receptors: qHTS campaign | primary human leukocytes, anti-CD3, IL-2 HTRF, 48 h | Potency, µM (doses to about 9.22 µM), for the others: at the highest dose activation of IL-2 secretion, actives largely listed as activators | 330,000 tested, under 10 active; note: % of control where 0% means no effect
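TCR engagement came from a-CD3 beads alone, with compounds added to primary human leukocytes for 48 hr. Secreted IL-2 bridged europium cryptate- and d2-labelled anti-IL-2 antibodies, giving FRET emission at 665nm after 320nm excitation.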
TSG101-PTAP inh: qHTS Assay for Iinhibitors of HIV-1 Budding by Blocking the Interaction of PTAP/TSG101. Tumor susceptibility gene 101 protein (Homo sapiens), Q99816. Fluorescence polarization, FITC-PTAP peptide / Tsg101 binding. Potency, µM (doses to about 115 µM), for the others: at the top dose activity change, negative = inhibition, usual class: inhibitors. 340,000 tested, under 10 active. AID 493005, 2010; active = well fitted inhibition curve with a large enough effect in the main read-out, with a control signal flat, not every such curve was filed as active; inconclusive = small, poorly fitted or top-dose-only effect, or effect the other way, or a change in a side signal; inactive = no such curve, though single readings can be large or run the other way; note: potency is the fitted concentration of half-maximal effect; % of control where 0% means no effect
Target sequence (Q99816 whole entry, looked up): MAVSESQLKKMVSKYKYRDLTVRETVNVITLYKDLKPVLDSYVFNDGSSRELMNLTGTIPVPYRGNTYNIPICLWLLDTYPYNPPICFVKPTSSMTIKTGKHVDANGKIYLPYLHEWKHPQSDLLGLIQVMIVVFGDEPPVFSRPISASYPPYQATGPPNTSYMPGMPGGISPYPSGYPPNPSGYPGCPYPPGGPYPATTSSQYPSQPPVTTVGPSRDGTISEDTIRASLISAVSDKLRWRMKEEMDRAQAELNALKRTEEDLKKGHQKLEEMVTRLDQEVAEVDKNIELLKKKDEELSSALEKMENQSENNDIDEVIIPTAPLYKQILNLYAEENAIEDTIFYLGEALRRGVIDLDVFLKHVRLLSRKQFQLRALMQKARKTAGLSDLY
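Tsg101 binding domain (10 uM final) was mixed with compound and a FITC-labeled PTAP peptide (50 nM final) in HEPES pH 7.5 buffer with NaCl, Tween 20, EDTA and TCEP; fluorescence polarization was read after 20 min at r.t.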
Starred values were filed as active, the others as inactive; ? = inconclusive; / = not tested or not shown; [ ] = remark or other dose. Unless noted, calls come from the whole dose curve; as a rule, active = well fitted curve in the direction sought with a large enough effect; inconclusive = small, poorly fitted or top-dose-only effect, or another doubt; inactive = no such curve, though single readings can be large; an effect the other way counts as inactive or inconclusive.

Order of values – a7 integrin act	AT treatment	B2AR arrestin	TCR activator	p53 reactivator	TRPV1 agonist	TSG101-PTAP inh	MLL CXXC-DNA inh	ELG1 repair inh	BRCA1 expr up
O=C(N/N=C\c1ccc(Cl)cc1)c1sccc1-n1cccc1
  16%	-5%	-0.3%	-1%	-4%	4	-1%	-7%	6%	11%
Cc1cc(C)c(C)c(Cn2c(CO)nc3ccccc32)c1C
  -14%	8%	-0.8%	-1%[46.1 µM]	-3%	7	-1%	3%	?	-18%
CCOc1cc(CN2CCN(S(=O)(=O)Cc3ccccc3)CC2)ccc1OC
  2%	1%	0.3%	1%	-3%	0	-4%	12%	-21%	-6%
Cc1cccc(/C(N)=N/OC(=O)c2ccc(F)cc2)c1
  7%	15%	3.3%	-2%[46.1 µM]	?	3	1%	-3%	?	-25%
CC1CCN(C(=S)Nc2cccc(S(=O)(=O)N(C)C)c2)CC1
  3%	-12%	0.0%	-5%	-2%	4	-4%	-2%	9%	21%
O=C(O)c1ccccc1NS(=O)(=O)c1cccc2cccnc12
  20%	-2%	0.1%	-8%	-5%	0	-4%	-16%	-3%	-6%
O=C(O)CSCc1cn2cc(Cl)ccc2n1
  7%	/	0.2%	0%	-3%	1	-5%	12%	7%	-27%
Cn1c(=O)c(=O)n(C)c2cc(S(=O)(=O)NCCOc3ccccc3Cl)ccc21
  20%	2%	-0.1%	/	-1%	2	-4%	2%	9%	0%
Cc1c(C#N)c(N=CN(C)C)c(C(=O)c2ccc(Br)cc2)n1-c1ccccc1
  -1%	-3%	-0.8%	-7%	1%	?	-12%	-1%	-25%	-3%
CC(C)Oc1ccc(/C=N/NC(=O)c2nnn(-c3nonc3N)c2CN(C)C2CCCCC2)cc1
  3%	0%	-0.3%	-2%	1%	4	-6%	-2%	?	0%
CCN(CC(=O)Nc1ccc(C)c(F)c1)CC(=O)NC(C)(C)C
  -12%	3%	3.2%	/	-1%	21	-8%	5%	-8%	-24%
CS(=O)(=O)c1ccc(NCCc2ccc(S(N)(=O)=O)cc2)c([N+](=O)[O-])c1
  13%	12%	-0.7%	2%	-2%	0	1%	-15%	4%	3%
O=C(Nc1ccc2c(c1)OCO2)C1CCN(C(=O)c2ccc(Cl)cc2)CC1
  ?	-2%	-0.3%	4%	-3%	?	-5%	-7%	-18%	-1%
O=C(NC1CCN(C(=O)NCc2ccccc2)CC1)c1ccc(F)cc1
  -20%	3%	-0.1%	5%	2%	3	-4%	-2%	8%	-6%
N=C(N)SCc1ccccn1
  -28%	/	-0.5%	0%[46.1 µM]	29%	-3	0%	-5%	?	-19%

3 structures out of the list, ordered by count of non-hydrogen atoms, low to high.
Order of values – a7 integrin act	AT treatment	B2AR arrestin	TCR activator	p53 reactivator	TRPV1 agonist	TSG101-PTAP inh	MLL CXXC-DNA inh	ELG1 repair inh	BRCA1 expr up
Cc1cc(C)c(C)c(Cn2c(CO)nc3ccccc32)c1C
  -14%	8%	-0.8%	-1%[46.1 µM]	-3%	7	-1%	3%	?	-18%
CCN(CC(=O)Nc1ccc(C)c(F)c1)CC(=O)NC(C)(C)C
  -12%	3%	3.2%	/	-1%	21	-8%	5%	-8%	-24%
O=C(Nc1ccc2c(c1)OCO2)C1CCN(C(=O)c2ccc(Cl)cc2)CC1
  ?	-2%	-0.3%	4%	-3%	?	-5%	-7%	-18%	-1%

(next part)
Order of values – a7 integrin act	AT treatment	B2AR arrestin	TCR activator	p53 reactivator	TRPV1 agonist	TSG101-PTAP inh	MLL CXXC-DNA inh	ELG1 repair inh	BRCA1 expr up
Nc1c(C(=O)c2cccs2)oc2ccccc12
  -14%	4%	-0.7%	5%	15%	2	-3%	-5%	?	4%
Cc1cc2c(Nc3ccc(C(=O)O)cc3)ncnc2s1
  4%	1%	-0.5%	0%	10%	-8	-6%	-7%	1%	3%
CC(=O)NC12CC3CC(C1)CC(C(=O)N1CCN(S(=O)(=O)c4cccc(F)c4)CC1)(C3)C2
  6%	0%	-0.6%	-1%	21%	-1	-2%	-16%	1%	-2%
CCc1nnc(NS(=O)(=O)c2ccc(NC(=S)NC(=O)c3cccs3)cc2)s1
  16%	5%	3.0%	-3%	3%	-4	-3%	13%	?	0%
CC1(C)CC2CC(C)(CN2/C=N/c2sc3c(c2C#N)CC(C)(C)NC3(C)C)C1 (stereo not given)
  0%	-8%	2.8%	7%	12%	?	2%	-6%	23µM*	-97%[inhibitor]
COc1cccc(C(C(=O)NC2CCCC2)N(C(=O)CNC(=O)c2ccco2)c2cccnc2)c1 (stereo not given)
  -18%	/	0.5%	1%	/	1	-1%	-2%	/	-12%
O=C(Nc1ccc(Cl)cc1)c1ccc(OCC2CCCO2)cc1 (stereo not given)
  ?	-2%	0.1%	-2%	25%	13	1%	3%	?	4.5µM*
Cc1cc(C)c(S(N)(=O)=O)c(C)c1-n1cnnn1
  9%	-5%	0.0%	-8%	-2%	1	-7%	0%	2%	7%
CC(=O)Nc1ccc(OCC(=O)NCc2ccc3c(c2)OCO3)cc1
  20%	3%	-0.3%	7%	-3%	2	-4%	-5%	3%	-17%
CCOC(=O)/C=C/COc1ccccc1[N+](=O)[O-]
  -50%[inhibitor]	0%	0.2%	0%	?	-1	1%	6%	?	35%
CC(C)Cn1c(-c2ccco2)csc1=Nc1cccnc1
  -59%[inhibitor]	-1%	0.5%	-20%	-6%	-5	-2%	0%	19%	-28%
Nc1ccc(C(=O)Nc2ccccc2C(=O)O)cc1
  -15%	/	-0.4%	/	6%	-1	-8%	6%	?	12%
Cc1ccsc1/C=N/n1cnnc1
  0%	-2%	-0.3%	1%	0%	0	-11%	-3%	7%	-3%
CCSC1=N/C(=C\C=C2/Oc3ccccc3N2CC)C(=O)S1
  -42%	-6%	-0.7%	-3%	1%	10	?	?	-2%	-1%
CCN1CCN(C(=O)CCc2nnc(CCc3ccc(OC)cc3)o2)[C@@H](C)C1=O
  14%	-5%	0.5%	1%	13%	-3	/	19%	24%	-29%
COC(=O)c1cc(C(=O)OC)[nH]n1
  5%	8%	3.2%	6%	6%	3	2%	-6%	-11%	0%
O=C(NCC(=O)N(c1cccnc1)C(C(=O)NC1CCCC1)c1cccs1)c1ccco1 (stereo not given)
  ?	-1%	-0.2%	-2%	-1%	-1	1%	2%	-2%	-1%
Cc1ccc(N2CCN(S(=O)(=O)N3CCOCC3)CC2)cc1C
  2%	-3%	-0.2%	0%	-4%	28	-3%	-15%	7%	31%
O=C(Nc1ccc2c(c1)oc1ccccc12)c1ccncc1
  -12%	-7%	-0.3%	-2%	?	?	-3%	14%	10%	5%[1.84 µM]
CC(Sc1nnc(C2CC2)n1C1CC1)C(=O)Nc1ccccc1C#N (stereo not given)
  -22%	4%	0.2%	3%	-20%	1	-6%	/	?	-20%
O=C1/C(=C/c2ccncc2)SC(=S)N1C1CCS(=O)(=O)C1 (stereo not given)
  -48%	-5%	0.5%	14%	-12%	1	-5%	-3%	?	-31%
CN(Cc1ccccc1NS(=O)(=O)c1ccc(Cl)cc1)C1CCCCC1
  11%	0%	-0.8%	-5%	1%	4	1%	4%	-4%	0%
CCS(=O)(=O)N1CCN=C1SCc1cccc(F)c1
  22%	-12%	0.0%	-6%	1%	5	-4%	-1%	9%	3%
CCOC(=O)C(C)NC(=O)Cn1ncc2c(=O)oc3ccc(C)cc3c21 (stereo not given)
  0%	1%	0.2%	-51%	-6%	3	-5%	14%	4%	-1%
C/C(=N\n1cnnc1)c1ccc(C#N)cc1
  21%	0%	-0.1%	3%	3%	1	-6%	-13%	11%	-5%
Cc1nc2scc(-c3ccccc3)c2c(=O)n1/N=C/c1ccco1
  9%	7%	0.0%	16%	-8%	16	-2%	?	15µM*	10%
COc1ccc(CNC(=O)CCn2cccc2)cc1
  0%	-3%	0.0%	0%	4%	15	-2%	-7%	?	25%
Cc1nc(NC(=S)NC(=O)c2cccs2)ccc1Br
  -11%	3%	-0.2%	-1%[46.1 µM]	?	9	-3%	-1%	?	-34%
O=C(CN1CCN(Cc2ccccc2)CC1)N/N=C/c1ccccc1F
  15%	-1%	-0.4%	-2%	-4%	-18	-1%	-7%	0%	0%
Cc1cc(NC(=O)CSc2nnc(-c3ccoc3C)o2)no1
  -19%	-1%	?	2%	0%	-1	-6%	-2%	11%	-6%
COC(=O)C1=C(C)OC(N)=C(C#N)C1c1ccc(OC)c(OC)c1OC (stereo not given)
  -2%	-1%	-0.8%	-1%	-17%	1	-5%	5%	0%	0%
